# High-throughput results as filed in PubChem.
# EP2 mod – EP2 receptor (human) modulation | induction, % at 25 µM | actives 0.83% (n = 260,000) | EP2-expressing cells, cAMP HTRF FRET, PGE2 co-stimulation | P43116;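 active means compounds whose cAMP rise, as percent of the full-agonist control response, exceeds 60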;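 further: rat C6 glioma line stably carrying human EP2 under a CMV promoter; the protocol text gives 20 µM as final concentration; 100% = response of wells given 1 µM PGE2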
# Hck Nef HTS – blocks Nef-activated human Hck kinase; P08631; Recombinant Hck-YEEI plus Nef, Z-Lyte FRET kinase assay; inhibition, % at 20 µM; actives 0.68% (n = 220,000); AID 463187;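 active means Hck-Nef kinase inhibition above about 50%, limit read from the data; inactive means inhibition below that limit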;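 further: 0% = DMSO with Hck plus Nef and 100% = Hck alone without Nef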
# Target sequence (P08631 whole entry, looked up): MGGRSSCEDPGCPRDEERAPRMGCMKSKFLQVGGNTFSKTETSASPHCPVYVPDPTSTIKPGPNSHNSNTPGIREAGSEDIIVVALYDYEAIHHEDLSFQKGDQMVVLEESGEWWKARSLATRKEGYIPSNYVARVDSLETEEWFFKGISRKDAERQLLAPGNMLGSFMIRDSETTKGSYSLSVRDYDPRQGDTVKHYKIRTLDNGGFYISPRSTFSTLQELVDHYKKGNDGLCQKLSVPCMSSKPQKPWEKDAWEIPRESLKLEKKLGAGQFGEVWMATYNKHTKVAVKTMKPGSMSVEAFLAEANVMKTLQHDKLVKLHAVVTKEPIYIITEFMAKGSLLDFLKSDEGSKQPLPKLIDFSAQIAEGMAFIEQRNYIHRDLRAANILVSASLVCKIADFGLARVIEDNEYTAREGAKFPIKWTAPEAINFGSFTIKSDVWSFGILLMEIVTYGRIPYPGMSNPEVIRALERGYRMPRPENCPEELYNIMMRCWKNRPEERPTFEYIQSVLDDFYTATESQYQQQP
# Tb hexokinase – T. brucei hexokinase 1 inhibition; recombinant TbHK1, G6PDH-coupled NADH A340; inhibition, % at 10 µM; actives 0.11% (n = 220,000);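 active means inhibition of 50% or more in the single-dose primary screen; inactive means inhibition below 50%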
# Rad51 HR inh – Rad51 (human) homologous recombination inhibition | actives 0.085% (n = 200,000) | hRad51 DNA strand exchange, fluorescence dequenching | Q06609 | inhibition, % at 10 µM;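 active means inhibition above 40% at the single screening dose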;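 further: 0% = DMSO control wells and 100% = blanks with heterologous ssDNA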
# Target sequence (Q06609 whole entry, looked up): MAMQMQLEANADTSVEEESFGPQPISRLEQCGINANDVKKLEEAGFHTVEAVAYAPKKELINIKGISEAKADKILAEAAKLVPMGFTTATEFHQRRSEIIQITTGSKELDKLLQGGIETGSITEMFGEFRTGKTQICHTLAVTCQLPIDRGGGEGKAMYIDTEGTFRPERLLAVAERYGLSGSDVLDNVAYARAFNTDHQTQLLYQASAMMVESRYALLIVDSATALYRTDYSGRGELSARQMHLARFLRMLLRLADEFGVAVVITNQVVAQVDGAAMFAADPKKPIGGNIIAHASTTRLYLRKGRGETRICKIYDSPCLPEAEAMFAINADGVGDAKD
#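 System: hRad51 filaments on single-stranded DNA; reagent: Fluorescein- and BHQ1-tagged 47-mer duplex; compound dosing: one concentration, 10 µM final; timing: filaments 15 min 37 °C, then compound 30 min; measured by: fluorescein emission 520 nm, excitation 485 nm; benchmarks: per-plate controls and blanks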
# Calpain2 inh – blocks pig calpain II enzyme activity. purified calpain II, fluorogenic peptide substrate, 30 min. inhibition, % at 16 µM. actives 0.37% (n = 220,000). AID 1236;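 active means inhibition above about 50%, limit read from the data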
# 14-3-3 Bad inh – disrupts binding of bovine 14-3-3 zeta to phospho-Bad peptide; P63103; TR-FRET 14-3-3zeta/Dy647-pBad peptide displacement, 1 h; inhibition, % at 21.7 µM; actives 0.71% (n = 220,000); AID 781;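 active means inhibition above about 70%, limit read from the data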;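 further: 0% = full 14-3-3 plus peptide FRET controls and 100% = background without 14-3-3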
# eIF4E 4G PPI – eIF4E/eIF4G interaction inhibition in translation initiation; P63073+Q04637; actives 0.37% (n = 220,000); inhibition, % at 21.7 µM; TR-FRET eIF4E-eIF4GI(517-606) binding, 2 h;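 active means inhibition above about 30%, limit read from the data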;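 further: 0% = full FRET control wells and 100% = background wells lacking eIF4GI fragment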
# zVAD death inh – L929 zVAD cell death inhibition; L929 zVAD necroptosis rescue, ATP luminescence, 24 h; with zVAD 60 µM; viability rescue, % at 10 µM; actives 0.38% (n = 220,000); AID 1377;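 active means activation, scaled between plate controls, above about 75%, limit read from the data; inactive means activation under that limit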;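 further: 0% = zVAD with DMSO and 100% = DMSO alone without zVAD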
# EP2 antag – EP2 receptor (human) inhibition; C6 glioma cells expressing human EP2, cAMP TR-FRET; cells stimulated with saturating PGE2; P43116; actives 0.52% (n = 260,000); inhibition, % at 25 µM; AID 1422;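 active means percent inhibition above 40 after rounding to a whole number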;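 further: rat C6 glioma host cells with rolipram phosphodiesterase inhibitor present; the protocol text gives 20 µM as final concentration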
# Active calls of the source: *; nt = no result given; & = joins results of further samples; [ ] = dose if it differs, or a comment. The list is partial, so the mix of outcomes need not match the whole.
SMILES,EP2 mod,Hck Nef HTS,Tb hexokinase,Rad51 HR inh,Calpain2 inh,14-3-3 Bad inh,eIF4E 4G PPI,zVAD death inh,EP2 antag
COc1ccc(N2CCN(C(c3ccccc3)c3nnnn3Cc3ccc(F)cc3)CC2)cc1 (stereo not given),12.2,0.1,-1.5,-14.9,46.3,7.2,3.3,-0.3,13.1
Cc1c(N)cccc1-n1cnnn1,0.0,-20.5,0.7,-6.6,11.6,3.6,3.2,0.2,12.6
Cc1cccc(CN2CCNC2=O)c1,26.4,0.6,-1.9,nt,8.5,3.3,-2.2,-0.8,8.1
N#C/C(=C\c1cccnc1)c1ccc(Br)cc1,-2.4,19.2,-23.3,12.8,0.1,-2.7,-1.5,0.9,12.2
O=C(c1cc2cc([N+](=O)[O-])ccc2oc1=O)N1CCN(C2CCCCC2)CC1,19.8,-3.6,-17.3,9.3,-5.4,5.1,3.5,2.4,9.3
CCOC(=O)c1c(CN2CCCCC2)n(C)c2cc(Br)c(O)cc12,36.5,1.0,-9.7,2.4,-34.8,-7.8,-8.3,-1.3,5.8
Cc1c(C(=O)NC(=S)Nc2ccc(N3CCOCC3)cc2)cccc1[N+](=O)[O-],-34.3,16.5,7.5,-21.2,32.4,-4.7,-3.3,3.0,7.4
COc1ccc(CC(=O)OCC(=O)NCc2ccc(Cl)cc2)cc1,34.8,22.6,-6.7,2.3,-15.7,-9.8,1.7,5.4,7.8
COc1ccc(CN(Cc2cc3ccc(C)cc3[nH]c2=O)Cc2nnnn2C2CCCC2)cc1,33.7,nt,nt,1.5,-27.5,2.0,-2.9,nt,6.7
O=C(Nc1ccccc1-c1nnn(CC(=O)N2CCCc3ccccc32)n1)c1ccc(Cl)cc1,14.4,10.7,-8.1,-0.6,-67.6,5.7,6.1[fluorescence artefact?],0.1,10.8
CC(C)(C)OC(=O)C(Cc1ccc(OC(C)(C)C)cc1)NC(=O)CNC(=O)OCc1ccccc1 (stereo not given),35.8,3.2,-4.9,8.4,21.5,-15.8,9.6[fluorescence artefact?],1.7,-0.4
CCOC(=O)c1cc(CC)sc1NC(=O)Cc1ccsc1,41.5,0.6,1.8,-1.1,3.6,1.0,3.3,-0.1,19.2
CCOc1ccc(OCCCCNCCN)cc1,12.4,2.1,-3.3,nt,14.3,23.8,-2.3[fluorescence artefact?],-0.7,nt
CCOC(=O)CCNC(=O)N1CCCC(CNS(=O)(=O)c2cccs2)C1 (stereo not given),4.9,9.7,5.5,-5.9,16.2,-2.9,2.5,-1.2,7.0
COc1cc(C)ccc1OCCOCCOc1ccccc1[N+](=O)[O-],-47.4,1.0,22.1,nt,-3.6,-3.5,-5.8,1.1,14.6
O=c1[nH][nH]c2nc(C(F)(F)F)cc(C(F)(F)F)c12,22.2,-0.2,4.1,-35.7,-3.6,9.5,3.5,-0.3,7.8
COC(=O)C1CCN(C(=O)COC(=O)CCc2nc3ccccc3c(=O)[nH]2)CC1,45.3,4.0,-1.3,nt,-9.0,9.1,-5.9,-0.2,7.1
O=C(COC(=O)CNC(=O)c1ccco1)NCc1ccc(F)cc1,5.5,26.3,1.1,2.3,-2.9,-12.8,3.5,2.4,7.0
CC(C)CCNC(=O)c1onc(CSc2ccc(Cl)cc2)c1C(=O)NCCC(C)C,-10.7,23.2,12.5,-8.0,40.2,-6.9,1.1,1.2,6.9
COc1ccc(Cc2nnc(SCC(=O)Nc3nc(C)cs3)o2)cc1,-1.6,13.5,3.8,7.2,-0.5,-1.3,-2.0,-0.9,3.7
COc1ccc(N2C(=O)C(CC(=O)O)S/C2=C\C(C)=O)cc1 (stereo not given),15.2,-2.2,-11.5,-3.1,-18.3,-8.7[fluorescence artefact?],-12.8[fluorescence artefact?],4.0,9.4
CC(C)(C)C(=O)N/C(N)=N/c1nc2ccccc2o1,-16.3,16.1,-10.3,-5.9,-11.7,-14.8,-2.9,0.6,16.1
CCNc1nc(SC)nc(N(C#N)CC(=O)OC)n1,12.4,-7.5,44.1,11.5,-5.2,-6.9,-9.8,0.4,6.0
COc1ccc(S(=O)(=O)Nc2cccnc2)cc1,40.2,22.2,-8.1,1.3,7.2,-0.1,0.5,-0.6,2.6
CS(=O)(=O)c1ccc2nc(NC(=O)C3C4C=CC(C4)C3C(=O)O)sc2c1 (stereo not given),23.0,-0.9,6.0,1.0,-20.9,-6.5,-3.0,0.0,6.1
CCOc1cc(/C=N\NC(=O)CC(=O)NCCc2ccccc2)ccc1O,-22.0,15.3,-26.3,4.8,-12.1,-9.2,-2.9,1.6,11.1
O=C(CCSc1ccccc1Cl)Nc1cccc([N+](=O)[O-])c1,-49.1,1.2,10.3,16.6,23.3,1.4,1.8,-0.3,9.7
COC(=O)c1ccc(COC(=O)c2ccccn2)cc1,14.5,2.1,3.2,-9.2,16.6,-11.4,0.2,-0.2,11.2
O=C(O)CSc1ncccn1,25.2,29.7,3.1,0.8,0.6,-11.7,0.8,3.2,1.6
Fc1ccc(NC(=S)N2CCc3ccccc3C2)c(F)c1,-17.0,7.2,-4.6,19.0,-9.8,-5.7,-0.8,-0.3,6.8
Cc1cccc(OCC(=O)N/N=C/c2cc([N+](=O)[O-])ccc2N2CCOCC2)c1,-27.5,9.5,23.8,2.5,5.4,-8.7[fluorescence artefact?],-2.0,1.6,5.8
Cc1ccccc1NC(=S)NCc1ccc(Cl)cc1,-24.3,1.8,14.4,-0.1,6.7,-30.3,2.3[fluorescence artefact?],-1.0,6.2
C=CCNC(=O)c1ccc(C)cc1Cl,24.5,0.3,-1.2,1.6,11.6,3.3,0.9,1.9,4.4
O=C(NNS(=O)(=O)c1ccccc1)c1ccc(O)cc1,25.9,-0.2,-8.5,-9.3,-1.0,-5.8[fluorescence artefact?],5.9[fluorescence artefact?],-0.2,9.5
COC(=O)c1ccc(NC(=O)c2cn(-c3cccc(C)n3)cn2)cc1,-7.4,1.6,2.4,-4.3,-82.0,18.3[fluorescence artefact?],-21.5[fluorescence artefact?],0.8,6.5
COc1ccc(N2CCN(C(C)C(=O)Nc3nnc(C)s3)CC2)cc1 (stereo not given),35.2,12.4,3.7,2.7,-10.6,6.8,5.3,3.9,10.4
C=CCn1c(Cc2cccs2)nnc1SCC(=O)Nc1cc(OC)cc(OC)c1,-11.3,0.1,30.3,3.5,-2.6,-4.3,-0.3,0.0,7.7
COc1ccccc1CNC(=O)[C@@H]1CCCN1C(=O)C1CCN(S(=O)(=O)c2ccc(C)cc2)CC1,28.3,-1.5,-4.7,-2.6,-21.6,1.7,-1.5[fluorescence artefact?],0.5,2.8
NS(=O)(=O)c1ccc(Cc2ncc(C(F)(F)F)cc2Cl)s1,30.6,0.7,-3.0,nt,-45.8,8.5,3.1,0.5,nt
c1ccc(COc2ccc(OCCOCCn3cncn3)cc2)cc1,6.3,-26.8,5.8,6.1,0.2,-4.9,4.6,-0.3,22.2
O=C(NN=C1CCC(c2ccccc2)CC1)c1cc2c(s1)CCCC2 (stereo not given),8.9,0.6,-2.5,-3.1,-0.8,6.3[fluorescence artefact?],1.6[fluorescence artefact?],1.0,5.4
Cc1cc(C)nc(/N=C(\N)Nc2ccc(C(C)C)cc2)n1,-28.4,14.2,8.2,-0.2,-18.1,-7.9,-2.0,-1.4,14.0
CN(C)/C=C(/C(=O)c1ccc(Cl)cc1Cl)S(=O)(=O)c1ccc(Cl)cc1,4.3,0.4,4.8,-4.1,-5.3,-7.3[fluorescence artefact?],5.4,0.2,10.2
CCN1C(=O)/C(=C\c2nc3ccccc3c(=O)n2CC)c2ccccc21,-26.1,12.7,-4.4,-17.0,18.1,38.0,-1.8,-0.1,-4.1
O=C(Cn1cc(C(=O)c2ccco2)c2ccccc21)Nc1ccccc1F,-47.2&-33.1,13.5,-15.9,10.0,11.1,-6.3,-1.1,-0.4,10.7&13.4
Cc1ccc(Oc2ncc(CN3CCOCC3)s2)cc1,-4.5,-2.0,-2.7,-2.5,4.4,-14.7,9.6,-0.2,4.0
Cc1nnc(Nc2ccc(Cl)cc2)s1,14.4,26.6,-5.0,nt,-12.3,-4.1,-3.4,-0.7,7.2
COc1ccc(OCCN2C(=O)NC3(CCc4ccccc4C3)C2=O)cc1 (stereo not given),13.2,3.0,2.2,-1.3,32.2,-7.4[fluorescence artefact?],1.8,0.7,9.8
COCCNC(=S)N/N=C(\C)c1ccccc1O,-2.5,4.9,-7.1,nt,-7.0,1.4[fluorescence artefact?],-1.9,-0.2,8.4
COc1ccc(CN2CCn3ncc(C(=O)Nc4ccccc4)c3C2=O)cc1,-31.8,-3.4,4.7,11.0,25.0,8.0,0.7,0.3,6.0

# A run of entries of the results above, for reference:
SMILES,EP2 mod,Hck Nef HTS,Tb hexokinase,Rad51 HR inh,Calpain2 inh,14-3-3 Bad inh,eIF4E 4G PPI,zVAD death inh,EP2 antag
CCN1C(=O)/C(=C\c2nc3ccccc3c(=O)n2CC)c2ccccc21,-26.1,12.7,-4.4,-17.0,18.1,38.0,-1.8,-0.1,-4.1
O=C(Cn1cc(C(=O)c2ccco2)c2ccccc21)Nc1ccccc1F,-47.2&-33.1,13.5,-15.9,10.0,11.1,-6.3,-1.1,-0.4,10.7&13.4
Cc1ccc(Oc2ncc(CN3CCOCC3)s2)cc1,-4.5,-2.0,-2.7,-2.5,4.4,-14.7,9.6,-0.2,4.0
Cc1nnc(Nc2ccc(Cl)cc2)s1,14.4,26.6,-5.0,nt,-12.3,-4.1,-3.4,-0.7,7.2
COc1ccc(OCCN2C(=O)NC3(CCc4ccccc4C3)C2=O)cc1 (stereo not given),13.2,3.0,2.2,-1.3,32.2,-7.4[fluorescence artefact?],1.8,0.7,9.8
COCCNC(=S)N/N=C(\C)c1ccccc1O,-2.5,4.9,-7.1,nt,-7.0,1.4[fluorescence artefact?],-1.9,-0.2,8.4
COc1ccc(CN2CCn3ncc(C(=O)Nc4ccccc4)c3C2=O)cc1,-31.8,-3.4,4.7,11.0,25.0,8.0,0.7,0.3,6.0

# Additional records follow:
SMILES,EP2 mod,Hck Nef HTS,Tb hexokinase,Rad51 HR inh,Calpain2 inh,14-3-3 Bad inh,eIF4E 4G PPI,zVAD death inh,EP2 antag
CCN(CC)CCOC(=O)c1cccc(Br)c1,12.2,-1.0,16.9,-5.2,-5.8,6.3[fluorescence artefact?],3.8[fluorescence artefact?],0.5,18.1
O=C(Cn1ccc(C(F)(F)F)n1)N=Nc1c(O)[nH]c2ccccc12,-19.7,17.2,-34.0,nt,29.8,-4.2,5.2,0.5,0.6
Cc1cccc(C)c1NC(=O)COn1nnc2ccc(C(F)(F)F)cc21,12.4,-22.6,4.5,13.3,1.9,-3.8[fluorescence artefact?],-0.6[fluorescence artefact?],0.9,1.2
CCOC(=O)/C=c1\s/c(=C\c2c(OCC)ccc3ccccc23)c(=O)n1CC(=O)NCC1CCCO1 (stereo not given),3.1,10.2,-27.1,-9.0,-50.1,8.6,-6.2,-0.5,14.2
Cc1nc2ccccc2nc(C)c1=NOCc1cccc(Cl)c1,-3.7,6.3,-2.8,nt,-4.4,0.4,-1.2,0.1,4.9
CCOc1ccc(-c2c(=O)n(OCc3nc4ccccc4[nH]3)c3ccccc3[n+]2[O-])cc1,-14.5,-2.6,-24.4,12.8,6.4,8.0,-3.3,-0.8,6.0
